MITF inh: blocks human microphthalmia-associated transcription factor; AlphaScreen MITF homodimerization, bead proximity signal; inhibition, % at 2.6 µM; actives 0.91% (n = 650,000); O75030; in the data active = inhibition above about 50%;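 note: 0% = vehicle wells with protein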
TEAD-YAP inh: TEAD-YAP interaction inhibition. HEK-TIYL cells, TEAD-Gal4/YAP UAS-luciferase luminescence. inhibition, % at 9.12 µM. actives 1.4% (n = 640,000). AID 1259422; in the data active = inhibition above about 32%;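 note: 0% = median of test compound wells and 100% = reference inhibitor wells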
FBW7 activator: human FBW7 E3 ligase activation, primary screen; Q969H0; AlphaScreen FBW7–phospho-cyclin E peptide binding, activator screen; normalized activity (activation), % at 26.1 µM; actives 0.13% (n = 650,000); AID 1259310; in the data active = normalized activity above about 1.9%;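 note: purified mutant Fbw7 with reduced substrate affinity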
Target sequence (Q969H0 whole entry, looked up): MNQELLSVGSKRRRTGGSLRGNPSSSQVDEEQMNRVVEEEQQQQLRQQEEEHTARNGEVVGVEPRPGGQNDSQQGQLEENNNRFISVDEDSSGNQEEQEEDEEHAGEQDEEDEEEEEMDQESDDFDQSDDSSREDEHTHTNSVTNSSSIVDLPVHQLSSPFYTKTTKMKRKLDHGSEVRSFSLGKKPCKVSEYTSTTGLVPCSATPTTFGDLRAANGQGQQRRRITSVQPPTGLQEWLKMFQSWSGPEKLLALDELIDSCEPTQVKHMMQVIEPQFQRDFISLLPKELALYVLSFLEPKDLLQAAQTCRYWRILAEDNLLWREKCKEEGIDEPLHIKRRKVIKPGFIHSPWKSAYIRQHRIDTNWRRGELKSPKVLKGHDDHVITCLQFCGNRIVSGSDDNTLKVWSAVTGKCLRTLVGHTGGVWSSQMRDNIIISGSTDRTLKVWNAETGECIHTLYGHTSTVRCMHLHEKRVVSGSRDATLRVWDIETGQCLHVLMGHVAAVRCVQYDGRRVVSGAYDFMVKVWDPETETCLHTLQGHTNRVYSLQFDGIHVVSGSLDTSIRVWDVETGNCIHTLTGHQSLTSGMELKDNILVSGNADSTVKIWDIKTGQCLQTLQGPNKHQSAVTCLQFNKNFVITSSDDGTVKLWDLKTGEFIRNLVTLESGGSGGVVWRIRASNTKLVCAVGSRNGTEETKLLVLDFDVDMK
GPR151 activ: activators of human GPR151; PathHunter beta-arrestin GPR151 cells, luminescence; activation, % at 11.2 µM; actives 1% (n = 650,000); in the data active = activation above about 4.9%;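 note: 0% = median of compound wells and 100% = cells with positive control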
Target sequence (Q8TDV0 whole entry, looked up): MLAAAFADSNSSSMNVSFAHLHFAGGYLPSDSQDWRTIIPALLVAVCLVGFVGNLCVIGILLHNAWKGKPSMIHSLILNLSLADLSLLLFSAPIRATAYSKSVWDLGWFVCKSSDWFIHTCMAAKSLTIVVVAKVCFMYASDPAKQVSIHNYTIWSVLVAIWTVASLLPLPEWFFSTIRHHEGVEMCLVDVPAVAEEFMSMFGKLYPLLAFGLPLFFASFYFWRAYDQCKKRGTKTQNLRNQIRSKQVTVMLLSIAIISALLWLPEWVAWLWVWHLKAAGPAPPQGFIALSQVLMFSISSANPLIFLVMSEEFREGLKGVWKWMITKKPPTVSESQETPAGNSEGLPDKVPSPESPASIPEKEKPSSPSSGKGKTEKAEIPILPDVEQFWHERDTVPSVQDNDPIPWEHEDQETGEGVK
Numbers without * were called inactive.

Fields: MITF inh, TEAD-YAP inh, FBW7 activator, GPR151 activ
- Cc1ccc(-c2nn(-c3cc([N+](=O)[O-])ccc3N3CCN(C)CC3)c(=O)c3ccccc23)cc1C
 : 39, 7, -0.1, 0.4
- CCOC(=O)C1(CC2CCCCO2)CCN(C(=O)CCC(=O)c2ccc(F)cc2)CC1 (stereo unspecified)
 : -8, 0, 0.0, 0.5
- COc1ccc2cc(S(=O)(=O)N3CCCC(C)C3)ccc2c1 (stereo unspecified)
 : 4, 8, -0.2, 1.5
- Cc1ncn(-c2ccc(Nc3cc(-c4nocc4-c4c(C)n[nH]c4C)ccn3)cc2)n1
 : 5, 48*, 0.2, -1.7
- COc1ccc(-c2cc(C(=O)Nc3cccc(C(F)(F)F)c3)c3ccccc3n2)cc1
 : -10, 2, 0.1, 0.9
- CN1CCN(C(=O)c2ccccc2NC(=O)Cc2ccccc2)CC1
 : 11, 1, 0.0, -0.1
- O=C(Nc1cc(C(=O)N2CCN(c3ccc(F)cc3)CC2)ccc1N1CC2CC(C1)c1cccc(=O)n1C2)c1ccc(F)cc1 (stereo unspecified)
 : 0, 0, 0.3, -1.1
- COc1ccc(C(=O)CCNC(C)C(=O)O)cc1 (stereo unspecified)
 : 6, 3, -0.1, 1.1
- COCCN(C(=O)Cc1ccc(OC)c(OC)c1)c1nnc(-c2cccnc2)s1
 : 6, -3, -0.1, 1.1
- Cc1ccc(S(=O)(=O)NC(C)(C)CSc2ncn[nH]2)cc1
 : -6, 15, 0.7, -0.4
- O=C(Nc1cc(C(=O)N2CCCCCC2)ccc1N1CC2CC(C1)c1cccc(=O)n1C2)c1cccc(C(F)(F)F)c1 (stereo unspecified)
 : 24, -2, 0.2, 0.8
- CCCCc1ccc(C(=O)N/C(=C\c2ccc(F)cc2)C(=O)Nc2ccc(C)cc2)cc1
 : -3, -1, 0.0, 0.3
- Cc1sc(NC(=O)C(F)(F)F)c(C(N)=O)c1C
 : 3, 6, -0.5, -0.3
- O=C1OC(c2ccc(C3=N/C(=C\c4ccc(OCc5ccccc5)cc4)C(=O)O3)cc2)=N/C1=C\c1ccc(OCc2ccccc2)cc1
 : 1, 3, 0.1, -3.5
- COc1cc(C(CC(=O)N2CCCCC2)N2Cc3ccccc3C2=O)cc(OC)c1OC (stereo unspecified)
 : -14, -9, -0.1, 0.7
- COc1ccc(-c2cc(-c3ccccc3)c(C#N)c(S(C)=O)n2)cc1 (stereo unspecified)
 : -8, 53*, -0.1, 0.0
- CCc1ccc(CN2CCCC(C(=O)Nc3ccc(-c4cscn4)cc3)C2)o1 (stereo unspecified)
 : 4, -1, 0.0, 0.4
- CN(Cc1n[nH]c2c1CCCC2)C(=O)C1CC(Cc2ccccc2)=NO1 (stereo unspecified)
 : -3, -14, -0.1, -0.9
- COc1ccc(NC(=O)c2ccc(NC(N)=O)cc2)cc1OC
 : 19, -7, 0.1, 0.1
- COc1ccc2cc3cc(C(=O)NC4CC4)sc3nc2c1
 : -1, 74*, 0.0, -5.1
- O=C(NC(=S)Nc1nc(-c2ccccc2)cs1)c1ccc(S(=O)(=O)N2CCCC2)cc1
 : 8, -7, 0.0, 1.0
- COCCCN1C(=O)CC(CC(=O)NCc2cccs2)(c2ccccc2)C1=O (stereo unspecified)
 : 5, -39, 0.0, -0.8
- O=C(C1CCCC1)N1CCCC(c2nnc(-c3ccc4c(c3)OCO4)o2)C1 (stereo unspecified)
 : 5, 2, 0.2, -1.4
- CCC(Nc1ncnc2ccc(C)cc12)C(=O)O (stereo unspecified)
 : 11, 3, 0.6, 1.1
- Brc1ccccc1N1COc2ccc3ccccc3c2C1
 : -8, 4, 0.0, 2.0
- O=C(COc1ccccc1Br)Nn1c(=S)[nH]c2ccccc2c1=O
 : -13, 0, 0.0, -0.8
- O=C(Nc1ccc(Cl)cc1)c1ccc(Cl)c([N+](=O)[O-])c1
 : 7, -8, 0.0, 0.1
- CC(=O)Nc1ccc2nc(SCC(=O)NCCOc3ccccc3)sc2c1
 : -5, -2, -0.1, -0.4
- CC1=C(C(=O)Nc2ccc(C)cn2)C(c2ccc(C)cc2)C2=C(CCCC2=O)N1 (stereo unspecified)
 : 2, -1, -0.3, 1.8
- CN1C(=O)CC(C(=O)Nc2ccc(F)cc2)SC1=Nc1ccc(F)cc1 (stereo unspecified)
 : 22, 2, 0.1, -1.3

The results go on:
Fields: MITF inh, TEAD-YAP inh, FBW7 activator, GPR151 activ
- CCc1ccc(C2C(C(=O)OCc3ccccc3)=C(C)NC3=C2C(=O)CCC3)cc1 (stereo unspecified)
 : 4, 13, 0.0, 1.3
- CN1CCc2nc(NC(=O)Cn3cnc4ccccc4c3=O)sc2C1
 : -6, 7, 0.0, -0.6
- O=c1/c(=C/c2ccc([N+](=O)[O-])o2)sc2nc3ccccc3n12
 : 24, 12, 0.0, 1.6
- CCN(CC)S(=O)(=O)c1cccc(-c2nnc(SCC(=O)c3cccs3)o2)c1
 : -5, 0, -0.1, -0.7
- CCOC(=O)C1CCN(C(=O)Nc2ccccc2)CC1
 : -5, -5, 0.0, -0.4
- CC(C(=O)Nc1cnc2cnc(-c3ccccc3CN(C)C)cn12)c1ccccc1 (stereo unspecified)
 : 10, 1, 0.2, 0.1
- CCOCCCNC(=S)/C(=C(/O)c1ccc(OC)cc1)[n+]1ccccc1
 : 3, -3, -0.1, 0.9
- Cc1cn2c(nc1=O)OC1[C@@H](O)[C@@H](CO)O[C@H]12 (stereo partly specified)
 : -2, 0, -0.1, 0.3
- O=C(O)C1CCN(S(=O)(=O)c2ccccc2[N+](=O)[O-])CC1
 : 3, 10, 0.2, 1.7
- CC(=O)c1ccc(OC(C)C(=O)OCC(=O)c2ccc(Br)cc2)cc1 (stereo unspecified)
 : 4, 12, -0.1, -0.9
- CCc1cc2c(NCCC(=O)O)nc(C)nc2s1
 : -9, -2, -0.3, 0.1
- CCOC(=O)C1CCCN(C(=O)Cn2cnc3c2c(=O)n(C)c(=O)n3C)C1 (stereo unspecified)
 : 5, 6, 0.0, 1.1
- N#CCCn1cc(C(=O)N2CCOCC2)c(-c2cccs2)n1
 : 2, 6, -0.1, -0.3
- CCOC(=O)N1CCN(Cc2ccccc2Br)CC1
 : 37, 0, -0.1, 1.7
- CC(=O)NC(Cc1ccccc1F)C(=O)NC1CCN(S(=O)(=O)c2ccccc2)CC1 (stereo unspecified)
 : 5, -8, 0.1, -1.0
- COc1ccc(-c2c(C)c3ccc(O)cc3oc2=O)cc1
 : -7, -39, 0.1, 1.4
- Cc1ccc(C(=O)Nc2ccc(S(=O)(=O)Nc3nccc(C)n3)cc2)c(C)c1
 : 3, -9, -0.1, -1.3
- Cn1ccc(C(=O)NC(=S)Nc2ccccc2Br)n1
 : 5, -79, 0.7, -0.8
- COc1ccc(CNc2cccc(C)n2)cc1
 : 0, -44, 0.0, -1.5
- COc1cccc(CNCc2c(C(=O)O)c(C)n(Cc3c(C)cc(C)cc3C)c2C)c1
 : 27, 8, 0.1, -0.4
- C#CCN1C(=O)C(O)(CC(=O)c2ccc(OC)c([N+](=O)[O-])c2)c2ccccc21 (stereo unspecified)
 : -2, -11, 0.1, 0.5
- COc1ccc(/C=C/C(=O)Oc2cc(OC)ccc2C(C)=O)cc1
 : 6, 12, 0.4, -0.5
- CC1(C)CC(=O)C2=C(C1)N(N1CCOCC1)C(N)=C(C#N)C2c1ccc(F)cc1 (stereo unspecified)
 : -3, 8, 0.8, 0.0
- COC(=O)c1ccc(N2C(=O)c3ccc(N)cc3C2=O)cc1
 : -5, -3, 0.0, -1.2
- CCN(CC)CCNc1nc(=O)n2c3ccccc3n(C)c2c1C#N
 : -2, 7, 0.1, -0.6
- CCCCCc1ccc(-c2ccc(C(=O)Oc3ccccc3F)cc2)nc1
 : 13, -3, 0.2, -0.2
- CC(=O)c1ccc(NC(=O)c2ccccc2C(=O)Nc2ccccc2C)cc1
 : -2, 1, -0.1, -1.5
- Cc1cc(OC(=O)c2ccc(Cl)cc2)c([N+](=O)[O-])c(=O)[nH]1
 : 12, -5, -0.1, 3.8
- c1cnc2ccc(C(c3nnnn3C3CCCC3)N3CCSCC3)cc2c1 (stereo unspecified)
 : -1, 3, -0.1, -0.3
- Cc1ccccc1NC(C)C(=O)N/N=C/c1ccccc1Cl (stereo unspecified)
 : -8, 1, 0.1, 0.3

The last 2 compounds of the part before open the next one.
Fields: MITF inh, TEAD-YAP inh, FBW7 activator, GPR151 activ
- c1cnc2ccc(C(c3nnnn3C3CCCC3)N3CCSCC3)cc2c1 (stereo unspecified)
 : -1, 3, -0.1, -0.3
- Cc1ccccc1NC(C)C(=O)N/N=C/c1ccccc1Cl (stereo unspecified)
 : -8, 1, 0.1, 0.3
- COc1ccc(C2NC(=O)NC(O)(C(F)(F)F)C2C(=O)c2cccs2)cc1OC (stereo unspecified)
 : 10, 3, 0.0, -1.1
- CN(C)CCCNC(=O)CC1CSc2nc3c(cnn3-c3ccc(F)cc3)c(=O)n21 (stereo unspecified)
 : 0, -3, 0.1, 0.4
- CN(CC(=O)Nc1ccc(Cl)cc1)S(=O)(=O)c1ccc2c(c1)CCC(=O)N2
 : 23, 0, 0.8, -0.4
- Clc1cccc(CN2CCN(C3CCCC3)CC2)c1
 : 68*, 7, 0.0, 0.2
- Cc1ccc([N+](=O)[O-])cc1/C=N/NC(=O)CSCC(=O)Nc1ccccc1
 : 18, 1, 0.7, -2.3
- Cc1ccc2nc3c(cc(C(=O)NC4CCCCC4)c(=N)n3CC3CCCO3)c(=O)n2c1 (stereo unspecified)
 : 8, 5, -0.1, 0.4
- CCOC(=O)CNC(=O)C(C)N(C(=O)c1snc(C(N)=O)c1N)c1ccc(C)cc1 (stereo unspecified)
 : -10, 7, 0.1, -0.2
- CC12CCC(C(=O)N(CCCCN3C(=O)C4CCC(C)(C3=O)C4(C)C)C1=O)C2(C)C
 : 9, 9, -0.2, 0.5
- CCc1ccc(C(=O)OCC(=O)NC(C)(C)C)cc1
 : 3, 4, 0.1, -0.3
- Cc1cc(C)n2nc(CNS(=O)(=O)c3ccc(Cl)s3)nc2n1
 : 13, 16, 0.4, -0.3
- Oc1ccc(C(c2ccccc2)c2ccc(O)cc2)cc1
 : 12, 2, -0.1, 1.8
- O=C1C2C3C=CC(C4CC34)C2C(=O)N1c1cccc(Br)c1 (stereo unspecified)
 : 5, -15, -0.1, -0.9
- Cc1cccc(CNC(=O)C2CCCN(c3nnc(N4CCCC4=O)s3)C2)c1 (stereo unspecified)
 : -2, 0, 0.1, -0.1
- Cc1nn(C)c(C)c1-c1nc(Nc2ccccc2)c2ncn(C3CCCCC3)c2n1
 : 22, -27, -0.1, -1.0
- O=C(Nc1ccc2oc(-c3ccc(F)cc3Cl)nc2c1)c1cccc(Cl)c1
 : -3, -2, -0.2, 0.3
- COC(=O)c1cc(N2C(=O)C=CC2=O)ccc1Cl
 : -4, 3, 1.4, -0.1
- Cc1ccc([N+](=O)[O-])cc1NS(=O)(=O)Cc1ccccc1
 : 18, 2, 0.1, -1.1
- N#CC1=C(N)SC(N)=C(C#N)C1c1cccc([N+](=O)[O-])c1
 : 5, 9, -0.1, -0.1
- CSc1nnc(NC(=O)c2cccs2)s1
 : 10, -39, -0.1, -2.9
- Cc1ccc2c(c1)C1(C(=O)N2)C(C#N)=C(N)OC2=C1C(=O)CCC2 (stereo unspecified)
 : 1, 1, -0.1, 0.1
- CC1(C)CC(NC(=O)C(=O)Nc2nc3ccccc3s2)CC(C)(C)N1
 : 13, 1, 0.2, 0.0
- Cc1ccc(C)c(NC(=O)C(=O)NC2CCC(C)CC2)c1 (stereo unspecified)
 : 5, 4, 0.1, 1.0
- O=C(NCCOc1ccc(-c2ccc(F)cc2)nn1)c1ccc(F)cc1
 : -13, 2, -0.2, 2.3
- CC[C@H](C)[C@@H]1NC(=O)[C@@H]2C[C@H](NC(=O)Oc3ccc(C)cc3)CN2C1=O
 : 8, 11, 0.1, 1.0
- CCCCCOC(=O)COc1ccc2c(=O)c(-c3ccc(OC)c(OC)c3)c(C(F)(F)F)oc2c1
 : -25, -12, 0.1, -0.1
- COc1ccc(C2=NS(=O)(=O)N(C)C(C(=O)NC(C)C)=C2)cc1
 : 1, 1, 0.0, -0.3
- Cc1cccc(N2CCN(Cc3nnc(-c4ccc5c(c4)OCO5)o3)CC2)c1C
 : 3, 15, 0.1, 0.5
- O=C(CN(c1ccccc1F)S(=O)(=O)c1ccccc1)Nc1ccccc1
 : 4, -6, -0.1, -0.8
- CC(Oc1cccc(Br)c1)C(=O)NNC(=O)COc1ccc2ccccc2c1 (stereo unspecified)
 : -6, 8, 0.0, -0.5
- Cc1ccc(/C=N/NC(=O)c2nnn(-c3nonc3N)c2-c2ccccc2)cc1
 : 0, -5, 0.1, -1.1

3 records drawn at random from the list so far:
Fields: MITF inh, TEAD-YAP inh, FBW7 activator, GPR151 activ
- N#CC1=C(N)SC(N)=C(C#N)C1c1cccc([N+](=O)[O-])c1
 : 5, 9, -0.1, -0.1
- Cc1nn(C)c(C)c1-c1nc(Nc2ccccc2)c2ncn(C3CCCCC3)c2n1
 : 22, -27, -0.1, -1.0
- Cc1ccc2c(c1)C1(C(=O)N2)C(C#N)=C(N)OC2=C1C(=O)CCC2 (stereo unspecified)
 : 1, 1, -0.1, 0.1

(next part)
Fields: MITF inh, TEAD-YAP inh, FBW7 activator, GPR151 activ
- CCN(CC)C(=O)Oc1ccnc2cc(Cl)ccc12
 : 8, -40, -0.2, -1.3
- CCOc1ccccc1CNCCNC(=O)c1cccs1
 : 19, 4, 0.0, 0.3
- CCC(C)(C)NC(=O)C(OC(=O)c1cccs1)c1ccc(OC)c(OC)c1 (stereo unspecified)
 : -16, -5, 0.0, -1.2
- CC(=O)Nc1ccc(NC(=O)c2ccc(C(=O)O)cc2C(=O)O)cc1
 : -4, -5, 0.1, -0.3

Bioassay records from PubChem BioAssay.
